mIAP inh = inhibitors of mouse IAP, primary screen, biochemical, luminescence, uHTS; AID 2806, 2010; intestinal alkaline phosphatase [Mus musculus]; inhibition, % at 10 µM; 330,000 tested, 0.2% active; purified mouse IAP, CDP-Star luminescence, 30 min;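 active = inhibition of at least 40% at 10 µM in the primary screen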;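 also: plate controls were DMSO with enzyme for no effect and no enzyme wells for full effect; values of inactives mirror those of a sister screen read the other way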
TIM10 inh = growth inhibitors of isogenic TIM10 control yeast, primary screen, counter-screen for tim10-1 yeast inhibitor project, luminescence, uHTS | 330,000 tested, 1.4% active | S. cerevisiae TIM10 strain growth, BacTiter-Glo luminescence, 24 h | inhibition, % at 10 µM;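 active = inhibition of 40% or more at the single tested concentration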;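 also: wild-type TIM10 isogenic control strain grown at permissive 25 °C; 0% = DMSO yeast wells and 100% = minimal medium wells without yeast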
A3A deaminase = APOBEC3A ssDNA deaminase inhibitors, primary screen, selectivity assay for APOBEC3G inhibitor project, biochemical, FAM/TAMRA oligo cleavage fluorescence; DNA dC->dU-editing enzyme APOBEC-3A (Homo sapiens), P31941; recombinant A3A, FAM/TAMRA ssDNA deamination fluorescence; inhibition, % at 20 µM; 330,000 tested, 0.41% active; AID 493011, 2011;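 active = at least 40% inhibition at 20 µM here, with at most 30% in a related deaminase screen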;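 also: plate controls were A3A with DMSO for no effect and wells lacking A3A enzyme for full effect; some results filed as inactive read as strong as hits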
hIAP block = human IAP inhibitors, primary screen, biochemical, luminescence, uHTS | Intestinal-type alkaline phosphatase (Homo sapiens), P09923 | purified IAP, CDP-Star luminescence, 30 min | inhibition, % at 10 µM | 330,000 tested, 0.12% active | AID 2544, 2010;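 active = inhibition reaching a set limit with compound at 10 µM in the primary screen, cut at about 35% in these data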;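 also: plate controls were DMSO wells with enzyme for no effect and no-enzyme buffer wells for full effect; values of inactives mirror those of a sister screen read the other way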
Target sequence (P09923 whole entry, looked up): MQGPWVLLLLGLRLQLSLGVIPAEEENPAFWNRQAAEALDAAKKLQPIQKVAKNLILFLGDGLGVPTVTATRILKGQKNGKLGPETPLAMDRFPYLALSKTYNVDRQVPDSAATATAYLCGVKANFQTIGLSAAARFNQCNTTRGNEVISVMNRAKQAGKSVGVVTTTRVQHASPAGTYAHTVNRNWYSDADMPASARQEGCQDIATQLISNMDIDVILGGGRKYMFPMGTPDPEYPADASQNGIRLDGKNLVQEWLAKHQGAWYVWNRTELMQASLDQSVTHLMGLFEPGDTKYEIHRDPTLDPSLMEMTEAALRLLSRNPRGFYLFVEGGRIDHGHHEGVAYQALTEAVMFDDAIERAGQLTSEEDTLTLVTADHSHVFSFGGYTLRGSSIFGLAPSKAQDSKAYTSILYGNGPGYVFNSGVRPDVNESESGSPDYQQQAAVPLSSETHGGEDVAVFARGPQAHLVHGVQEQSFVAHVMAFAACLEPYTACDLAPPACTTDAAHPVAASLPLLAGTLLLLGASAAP
NLRP3 yeast inh = NALP3 inflammasome inhibitors in reconstituted yeast, primary screen, luminescence, uHTS; Yeast reconstituted NLRP3/ASC/caspase-1, beta-gal luminescence, 24 h; inhibition, % at 10 µM; 330,000 tested, 0.39% active; AID 2825, 2010;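 active = inhibition of 50% or more; inactive = inhibition below 50%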;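 also: plate controls were induced DMSO wells for no effect and uninduced yeast grown without galactose for full effect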
tim10-1 inh = growth inhibitors of tim10-1 mutant yeast, primary screen, luminescence, uHTS; AID 463190, 2010; S. cerevisiae tim10-1 ts strain growth, BacTiter-Glo, 24 h; inhibition, % at 20 µM; 330,000 tested, 2.2% active;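 active = inhibition of at least 40%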;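 also: mutant grown at 25 °C; 0% = DMSO wells with yeast and 100% = wells holding no yeast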
A3G deaminase = APOBEC3G DNA deaminase inhibitors, primary screen, biochemical, fluorescence, single-stranded DNA substrate, uHTS; DNA dC->dU-editing enzyme APOBEC-3G (Homo sapiens), Q9HC16; inhibition, % at 20 µM; 330,000 tested, 0.28% active; recombinant A3G, ssDNA deamination FAM/TAMRA fluorescence;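 active = inhibition of at least 40% at 20 µM, with no more than 30% in the related APOBEC3A deaminase screen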;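 also: plate controls were DMSO wells with A3G for no effect and wells lacking A3G enzyme for full effect; some compounds called inactive have numbers as strong as hits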
Target sequence (Q9HC16 whole entry, looked up): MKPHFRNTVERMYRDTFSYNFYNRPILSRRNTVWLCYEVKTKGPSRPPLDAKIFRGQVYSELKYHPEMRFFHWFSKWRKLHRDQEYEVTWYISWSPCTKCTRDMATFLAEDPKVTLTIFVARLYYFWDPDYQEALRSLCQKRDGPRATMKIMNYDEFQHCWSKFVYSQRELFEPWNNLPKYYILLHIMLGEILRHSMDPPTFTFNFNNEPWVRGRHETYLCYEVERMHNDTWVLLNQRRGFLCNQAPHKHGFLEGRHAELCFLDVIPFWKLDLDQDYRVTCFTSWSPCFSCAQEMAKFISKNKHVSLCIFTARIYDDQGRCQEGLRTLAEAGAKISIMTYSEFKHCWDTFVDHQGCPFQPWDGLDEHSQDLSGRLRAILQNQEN
mIAP act = activators of mouse IAP, primary screen, biochemical, luminescence, uHTS | 330,000 tested, 0.24% active | activation factor at 10 µM | muIAP, CDP-Star luminescence, 30 min; active compounds read high; 1 = vehicle-only enzyme signal, 0 = enzyme-free wells | intestinal alkaline phosphatase [Mus musculus] | AID 2805, 2010;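 active = activation factor of at least 2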; also: the source names both 10 and 20 µM as test concentration; values of inactives mirror those of a sister screen read the other way
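Assay system: mouse IAP enzyme; reagent: chemiluminescent substrate CDP-Star; dosing: test compounds delivered from DMSO solution; schedule: 30 min at room temperature; measured by: luminescence from enzymatic CDP-Star hydrolysis; controls: DMSO-only wells and no-enzyme negative control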
beta cell repl = inducers of MIN6 beta-cell proliferation, primary screen, ATP luminescence, uHTS | 330,000 tested, 0.29% active | proliferation, % at 10 µM | MIN6 cells proliferation, ATPlite luminescence, 48 h; cells starved in 0.2% serum; 100% = growth in 10% serum;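 active = compounds whose signal lies at least 3.5 SD above the mean of all wells on their plate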;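 also: 0% = DMSO-treated cells in low-serum medium and 100% = 10% serum control; some compounds called inactive have numbers as strong as hits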
An asterisk follows results filed as active.

SMILES	mIAP inh	TIM10 inh	A3A deaminase	hIAP block	NLRP3 yeast inh	tim10-1 inh	A3G deaminase	mIAP act	beta cell repl
N#Cc1c(C(F)(F)F)cc(-c2ccc(Cl)cc2)nc1SCC(=O)O	8	3	0	11	7	6	-10	0.92	-3
O=C(OCC(=O)N1CCN(c2ccccc2)CC1)c1ccc(Cl)cc1[N+](=O)[O-]	4	13	-3	-13	36	28	-8	0.96	-1
CN(CC(=O)Nc1ccc(Cl)c(C(F)(F)F)c1)C(=O)C1CC(=O)N(CCc2ccccc2)C1 (stereo not given)	-4	3	-3	-5	23	6	-8	1	-6
O=S(=O)(Nc1ccccn1)c1ccc(-n2cccn2)cc1	2	-1	-3	17	9	2	1	0.98	-4
O=S(=O)(Nc1cccnc1)c1ccc(F)cc1	4	-4	-3	35	11	-3	-11	0.96	3
COc1cccc(OC)c1C(=O)Nc1cc2c(cc1N1CCOCC1)n(C)c(=O)n2C	3	5	0	-10	-6	13	-4	0.97	-1
N/C(=N\OC(=O)c1cc(Br)ccc1Cl)c1ccccn1	0	45*	-2	2	-1	27	-9	1	-3
CCSc1nc2c(c(=O)[nH]1)C(c1cccs1)C(C(=O)OC)=C(C)N2 (stereo not given)	-3	-15	-5	4	16	14	-10	1	0
COc1ccc(C2C(C(=O)c3ccco3)=C(O)C(=O)N2CC2CCCO2)cc1OC (stereo not given)	2	-2	-8	-2	7	16	-1	0.98	-4
O=C(COc1ccc2c(-c3ccccc3)cc(=O)oc2c1)N[C@H](Cc1c[nH]c2ccccc12)C(=O)O	-2	1	1	3	18	-17	-2	1	-3
CCn1c(COc2cccc(OC)c2)nnc1SCC(=O)Nc1ccccc1C(=O)OC	7	11	1	7	-2	26	-2	0.93	0
COc1ccc(CNc2ncc(-c3ccc(F)cc3)n2C)cc1OC	-5	-12	-8	6	6	-2	-5	1.1	3
CCCCCN(C(=O)CCC(=O)OCC(=O)N1CCC(C)CC1)c1c(N)n(CCCC)c(=O)[nH]c1=O	-13	5	2	0	17	14	-4	1.1	-1
COc1nc(Nc2ccc(C(C)C)cc2)nc(OC)n1	-6	33	2	8	-9	2	2	1.1	-4
CC1CCCN(C(=O)C2CCN(S(=O)(=O)c3ccc4c(c3)CC(C)N4C(=O)C3CC3)CC2)C1 (stereo not given)	-2	6	-2	13	4	4	-5	1	-2
O=C(OCc1cc([N+](=O)[O-])cc2c1OCOC2)c1ccccn1	-3	-10	4	4	7	-6	-3	1	0
COCCCNC(=O)/C(C#N)=C/c1c(N2CCN(c3ccc(OC)cc3)CC2)nc2c(C)cccn2c1=O	0	-14	1	12	18	37	2	1	-1
COc1ccc(NC(=S)Nc2ccc(C)c(S(=O)(=O)N3CCCCC3)c2)cc1	-37	19	-3	15	9	16	-1	1.4	0
Cc1ccccc1C(=O)N1N=C(c2cccc(NS(C)(=O)=O)c2)CC1c1cccs1 (stereo not given)	6	15	1	-17	6	1	-3	0.94	0
Cc1cccc(-n2ncc3c(NCc4ccccn4)ncnc32)c1	3	5	-4	-11	14	17	-1	0.97	1
C/C=C1\C(OC2OC(CO)C(O)C(O)C2O)OC=C(C(=O)OC)C1CC(=O)OCC1C(C)C(OC(=O)CC2C(C(=O)OC)=COC(OC3OC(CO)C(O)C(O)C3O)/C2=C\C)CC1C(CO)CO (stereo not given)	15	5	-1	13	5	-7	-5	0.85	2
Cc1ccc2nc(C)/c(=N\O)c(C)nc2c1	-9	14	6	2	32	14	-1	1.1	-2
CCCn1c(=N)c(C(=O)NCC2CCCO2)cc2c(=O)n3cccc(C)c3nc21 (stereo not given)	-4	-14	-1	10	7	10	-2	1	0
Cc1ccc(C(=O)c2c(NC(=O)c3cccnc3)sc3c2CCCC3)cc1	13	33	0	20	8	33	-4	0.87	-4
O=C(c1cccs1)N1CCCC(c2nc3c(nnn3Cc3ccccc3Cl)c(=O)[nH]2)C1 (stereo not given)	17	8	-4	27	12	-7	-12	0.83	3
CCOc1cccc2sc(=NC(=O)c3ccc(S(=O)(=O)N4CCOCC4)cc3)n(C)c12	16	22	0	9	23	0	-5	0.84	-4
CCC(CC)C(=O)c1c[nH]c(C(=O)N2CCN(c3ccccc3F)CC2)c1	2	20	5	-8	-11	16	-4	0.98	3
Cc1ccc(C)n1N1C(=O)/C(=C\c2ccc(Cl)cc2)SC1=S	10	63*	-2	-2	-4	69*	-4	0.9	-7
CCc1sc(N2C(=O)C3C4CCC(C4=C(C)C)C3C2=O)nc1-c1ccccc1 (stereo not given)	2	30	0	14	-1	26	-1	0.98	-5
Cc1cc(Nc2ccc([N+](=O)[O-])cc2)c2ccccc2n1	-2	-2	-1	-9	3	-14	-6	1	-5
CC(C)OCCCNC(=O)c1cc2c(s1)CS(=O)(=O)C2	-6	-2	4	1	13	-1	2	1.1	-1
Cc1cc(C)c2nc(N3CCN(C(=O)c4ccco4)CC3)sc2c1	-9	6	5	-2	21	10	17	1.1	1
COc1ccc(N=Nc2c(C)[nH]c3ccccc23)cc1	18	38	-1	-18	20	43*	-1	0.82	-6
COc1ccc(-n2ncc3c(NCCCN4CCOCC4)ncnc32)cc1	-12	0	-2	-3	5	-11	-2	1.1	-3
N#Cc1cc2c(nc1SCC(=O)O)CCCCC2	-5	1	0	1	15	-12	-8	1	1
Cc1sc(N)nc1-c1cccs1	1	-1	2	-11	21	14	-5	0.99	1
CC1CCN(C(=O)c2[nH]cnc2C(=O)N2CCN(C(=O)OC(C)(C)C)CC2)CC1	0	-3	0	-2	7	-7	-7	1	5
CCN(CC)c1ccc(NC(=O)COC(=O)COc2ccccc2[N+](=O)[O-])cc1	2	-1	13	1	17	6	3	0.98	0
COc1ccc(/C=N/NC(=O)c2ccncc2)cc1CN1CCCc2ccccc21	9	10	2	-6	5	26	-11	0.91	-3
CN(C(=O)COC(=O)c1ccc(Cl)cc1N)C1CCS(=O)(=O)C1 (stereo not given)	11	17	-5	-1	-1	-4	-2	0.89	-4
COc1cc(OC)cc(-c2nnc(SCC(=O)N3CCCC3)o2)c1	-4	7	-4	-6	26	5	-8	1	2
Cc1cc([N+](=O)[O-])nn1Cc1noc(C(=O)NCCCn2ccnc2)n1	2	-3	-1	7	13	17	-11	0.98	-2
CCCN(CC(=O)Nc1ccccc1C)C(=O)c1ccc(OCc2c(C)noc2C)cc1	1	7	-2	-8	11	-1	-6	0.99	-2
CCc1nnc(NC(=O)CSCc2cc(=O)n3ccsc3n2)s1	3	0	-3	16	9	-13	-4	0.97	-1
NC(=O)c1ccsc1NC(=O)COC(=O)C1CCCN1C(=O)c1cccs1 (stereo not given)	-4	-2	-2	13	3	4	-3	1	3
CC(Oc1ccc(Cl)cc1Cl)C(=O)NC1CCSC1=O (stereo not given)	4	23	1	6	1	24	-10	0.96	1
COc1ccc(NC(=O)C(NC(=O)c2ccc(=O)[nH]c2)c2ccccc2)cc1 (stereo not given)	-9	-6	2	7	7	2	-7	1.1	-2
COc1ccc(Cn2c(C)cc3c(c2=O)C(c2cccs2)C(C#N)=C(N)O3)cc1OC (stereo not given)	2	-11	3	2	0	10	1	0.98	1
c1ccc(Cn2c(CNc3nc4ccccc4n3CCN3CCOCC3)nc3ccccc32)cc1	-7	5	0	-14	13	13	-6	1.1	2
O=C(c1cccc(S(=O)(=O)N2CCOCC2)c1)N1CCN(S(=O)(=O)c2cccc([N+](=O)[O-])c2)CC1	6	7	-3	-5	8	9	-5	0.94	-1
NC(=O)C1(N2CCCCC2)CCN(C(=S)Nc2ccccc2)CC1	0	2	3	7	5	-4	-7	1	1
CC1(C)C2CCC1(C)C(NC1=NCCC1)C2 (stereo not given)	-2	3	-3	-14	-5	21	-4	1	-1
Cc1noc(NS(=O)(=O)c2ccc(NC(=O)C34CC5CC(C3)CC(n3cnc(Cl)n3)(C5)C4)cc2)c1C	10	9	-2	-14	-11	-10	-7	0.9	-1
O=C(NCCc1csc(-c2cccnc2)n1)c1c(F)cccc1F	-7	6	-5	-1	7	15	-8	1.1	-2
COc1ccc(OC)c(NC(=O)CN(c2ccc(OC)c(Cl)c2)S(C)(=O)=O)c1	2	-4	2	2	4	14	1	0.98	-1
Cc1cc2cc3c(cc2nc1SCC(=O)N1c2ccccc2CC1C)OCO3 (stereo not given)	0	7	-2	-2	29	24	-6	1	-3
O=C(CSc1nccn1-c1ncc(C(F)(F)F)cc1Cl)c1ccc(Cl)cc1	6	15	-4	-32	-3	23	-3	0.94	1
CCOc1ccccc1NC(=O)c1ccc(F)c(S(=O)(=O)N2CCC3(CC2)OCCO3)c1	4	14	2	5	25	33	1	0.96	-1
COc1ccc(O/C(=N\S(=O)(=O)c2ccccc2)c2ccccc2)cc1	-1	7	-1	1	7	4	1	1	-1
CC(c1ccc(F)cc1)n1cc(C(=O)NCc2ccccn2)nn1 (stereo not given)	3	-7	-3	14	4	6	-3	0.97	-4

Other structures:
SMILES	mIAP inh	TIM10 inh	A3A deaminase	hIAP block	NLRP3 yeast inh	tim10-1 inh	A3G deaminase	mIAP act	beta cell repl
O=C(c1cn(-c2ccccc2)nc1-c1cc2ccccc2oc1=O)N1CCOCC1	5	7	-1	9	10	29	-3	0.95	4
COCc1cc(C)nc(OC)c1C(N)=O	7	-12	0	-12	10	1	-1	0.93	1
COc1ccc(N(CC(=O)Nc2ccc3c(c2)OCCO3)S(=O)(=O)c2c(C)noc2C)cc1	-27	8	5	-3	9	8	5	1.3	-1
CCCc1cc(=O)n2[nH]c(Cc3ccccc3)nc2n1	-4	-5	-2	-3	8	2	-7	1	1
COC(=O)c1ccc(OCC(O)CNCC(c2ccc(OC)cc2)N(C)C)c(OC)c1 (stereo not given)	2	-1	-2	5	16	-17	-3	0.98	-1
COc1cc([N+](=O)[O-])ccc1NC(=O)COC(=O)C=C(C)C	-7	5	-3	-20	14	22	-1	1.1	0
CCN(C(=O)CN1CCN(c2ccc(O)cc2)CC1)c1c(N)n(Cc2ccccc2)c(=O)[nH]c1=O	10	-8	-1	1	12	10	15	0.9	-5
CN(C(=O)c1cccc(NC(=O)Cc2ccc([N+](=O)[O-])cc2)c1)C1CCCC1	6	4	3	4	14	8	0	0.94	-1

Complete entries, quoted from the list. Order of screens: mIAP inh, TIM10 inh, A3A deaminase, hIAP block, NLRP3 yeast inh, tim10-1 inh, A3G deaminase, mIAP act, beta cell repl
COc1cc([N+](=O)[O-])ccc1NC(=O)COC(=O)C=C(C)C as listed: -7, 5, -3, -20, 14, 22, -1, 1.1, 0
COC(=O)c1ccc(OCC(O)CNCC(c2ccc(OC)cc2)N(C)C)c(OC)c1 (stereo not given) as listed: 2, -1, -2, 5, 16, -17, -3, 0.98, -1

Screening results from PubChem.

Outcome played no part in choosing rows. About 4.6% of those tested had a hit in this group.
